# LANA DNA inh – KSHV C-LANA DNA binding inhibition | MBP-C-LANA/FAM-LBS DNA binding, fluorescence polarization | AID 504423 | 340,000 tested, 0.078% active | inhibition, % at 9 µM;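 active = highest replicate inhibition at or above 60% at 9 µM, even if other replicates fall short; inactive = all replicates below 60% inhibition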;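 note: 0% = neutral control wells and 100% = 4 µM acridine orange control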
# RTF Ca sens act – increases calcium sensitivity of human cardiac regulated thin filaments; P19429+P45379; IANBD-labeled TnC RTF fluorescence at EC20 calcium; 0% EC20 calcium, 100% full calcium; activation, % at 7.2 µM; 340,000 tested, 0.24% active; AID 493008;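 active = activation above the mean over all tested compounds plus 3 SD, cut at about 30% in these data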;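 note: rise in fluorescence read as greater calcium sensitivity of cardiac thin filaments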
# Rtt109 Vps75 – C. albicans Rtt109 histone acetyltransferase inhibition; purified Rtt109/Vps75, ThioGlo CoA-SH fluorescence, 4 h; inhibition, % at 34.9 µM; 330,000 tested, 0.16% active; Q5AAJ8;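 active = inhibition of at least 50% in every replicate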
# PvdQ inh – P. aeruginosa PvdQ acylase inhibition | purified PvdQ acylase, fluorescence plate reader | inhibition, % at 10 µM | 340,000 tested, 0.063% active | AID 488965; in the data active = inhibition above about 30%, passing the limit was not always enough;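 note: 0% = vehicle neutral wells and 100% = reference inhibitor wells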
# Mot1-301 SUMO – blocks SUMOylation pathway, rescuing yeast Mot1-301 growth; 320,000 tested, 1% active; S. cerevisiae Mot1-301 growth rescue, ATP luminescence, 38.5C; percent above DMSO median, 100 means doubled; growth rescue, % at 18.8 µM;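 active = every valid replicate shows activation above 250% relative to neutral control wells; inactive = the rest, any valid replicate at or below 250%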;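 note: OY570 slx delta 5 strain wells were the positive control but not used for scaling; some compounds called inactive have numbers as strong as hits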
# CDK5 p35 inh – blocks human CDK5/p35 kinase activity; Recombinant CDK5/p35, ADP-Glo luminescence, 60 min; inhibition, % at 10 µM; 330,000 tested, 0.01% active;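 active = highest replicate inhibition of at least 50% and at least 75% of replicates reaching 50%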;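 note: plate controls were DMSO neutral control for no effect and GW8510 at 10 µM for full effect; many of its hits are not listed in these tables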
# PfHsp90 yeast 2 – inhibits growth of yeast expressing Plasmodium falciparum Hsp90. S. cerevisiae expressing PfHsp90, BacTiter-Glo ATP, 48 h; yeast lacking PDR1 and PDR3 efflux regulators. inhibition, % at 9.4 µM. 310,000 tested, 0.32% active. AID 504621;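 active = every replicate shows inhibition above about 80%, whatever the replicate mean, limit read from the data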;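 note: 0% = DMSO neutral controls and 100% = 20 µM radicicol positive controls; yeast relying on Plasmodium falciparum Hsp90 in place of its own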
# Keap1-Nrf2 PPI – Keap1-Nrf2 (human) interaction inhibition | Q14145 | 340,000 tested, 0.15% active | inhibition, % at 9.4 µM | AID 504523 | Keap1 Kelch-Nrf2 peptide fluorescence polarization, 1536-well; in the data active = inhibition above about 12%;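 note: human Keap1 Kelch domain with fluorescein labeled Nrf2 9mer peptide probe; 0% = neutral control wells and 100% = peptide positive control; higher means more block of Keap1 binding to Nrf2 peptide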
# dFosB act – mouse delta FosB homodimer activation. AID 493131. 340,000 tested, 0.99% active. purified delta FosB, TAMRA-CDK5 oligo fluorescence polarization; percent of positive-control signal above neutral wells. activation, % at 25 µM;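 active = mean activation above about 17%, with every replicate also reaching it, limit read from the data, passing the limit was not always enough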;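 note: fluorescence polarization rise as delta FosB binds a TAMRA Cdk5 AP-1 oligo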
# Cardiac RTF inh – cardiac RTF calcium desensitization; IANBD-labeled cardiac RTF, Ca2+ fluorescence; inhibition, % at 7.15 µM; 340,000 tested, 0.12% active; AID 493244;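 active = inhibition above the mean inhibition of all tested compounds plus 3 SD, cut at about 17% in these data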;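 note: assay run at fixed EC70 calcium of 1.6 mM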
# NSD2 HMT inh – inhibitors of human histone methyltransferase NSD2. O96028. NSD2 peptide methylation, AlphaScreen, 120 min. inhibition, % at 12.5 µM. 310,000 tested, 0.54% active. AID 743445; in the data active = inhibition above about 50%
# * marks the source's active call; other numbers are inactive results; i = inactive; nt = not tested or not shown.
nr	mol	LANA DNA inh	RTF Ca sens act	Rtt109 Vps75	PvdQ inh	Mot1-301 SUMO	CDK5 p35 inh
1	O=C(Nc1ccc(Cl)cc1C(F)(F)F)c1ccccc1	-1.5	-4	2	3	3	nt
2	CC(C)Cc1ccc(C(C)C(=N)N)cc1 (centres undefined)	-0.6	7	-4	-11	23	-1.0
3	COc1cc2c(C(=O)N3CCN(C)CC3)c(C)n(-c3ccccc3)c2cc1Br	1.6	3	9	-8	151	1.9
4	CC(=O)c1c(C(C)=O)c(C)n(-c2nc(-c3cccs3)c(C)s2)c1C	-1.8	-2	-2	-1	nt	0.1
5	COc1ccccc1C(=O)NCC(=O)NNC(=O)C1COc2ccccc2O1 (centres undefined)	0.6	-9	25	8	63	0.7
6	Cc1ccc(NC(=O)C2CC(c3ccc(F)cc3)=NO2)cc1 (centres undefined)	-0.1	1	5	-7	-19	0.4
7	Cc1nc(C)c(C(=O)C2=C(O)C(=O)N(CCN3CCOCC3)C2c2cccs2)s1 (centres undefined)	-0.1	0	-16	-6	-22	-0.2
8	COc1ccc(S(=O)(=O)N2CCOCC2)cc1NC(=O)COC(=O)C1COc2ccccc2O1 (centres undefined)	-0.3	3	-9	-4	5	1.6

nr	PfHsp90 yeast 2	Keap1-Nrf2 PPI	dFosB act	Cardiac RTF inh	NSD2 HMT inh
1	3	-3	2	-8	-1
2	-5	-5	-9	-6	4
3	-15	3	1	-2	6
4	-10	1	-6	4	0
5	nt	4	-5	6	-1
6	nt	-2	-7	-5	-1
7	9	-7	3	4	nt
8	-5	0	-8	9	0

# Next results:
nr	mol	LANA DNA inh	RTF Ca sens act	Rtt109 Vps75	PvdQ inh	Mot1-301 SUMO	CDK5 p35 inh
9	O=C(CSc1ccccn1)Nc1cccc(S(=O)(=O)N2CCCC2)c1	0.2	0	18	8	0	-0.9
10	CC(C)c1nc(NCC2CCCO2)c(C#N)c2c1COC(C)(C)C2 (centres undefined)	0.2	-5	1	-20	-12	1.0
11	Cc1ccc(Nc2c(F)c(F)c(F)c(F)c2C(=O)O)c(C)c1	0.9	-1	8	3	-4	0.1
12	Cc1ccccc1OCCNC(=O)/C=C/c1ccccc1	0.8	-1	8	-2	8	-2.0
13	C=CCN1C(=NC(=O)CC)SC2CS(=O)(=O)CC21 (centres undefined)	-0.8	8	-12	-18	-12	0.5
14	Nc1nonc1-c1nc2ccccc2n1Cc1ccc(F)cc1	-1.9	-2	0	-14	13	-1.3
15	Fc1cnc(Cl)nc1N1CCN(c2ccccc2)CC1	-7.0	8	-10	-7	-5	-0.4
16	Cc1c(C)c2ccc(OCC(=O)N3CCC(C(=O)O)CC3)c(C)c2oc1=O	-0.2	9	-15	-14	-2	-0.7

nr	PfHsp90 yeast 2	Keap1-Nrf2 PPI	dFosB act	Cardiac RTF inh	NSD2 HMT inh
9	14	-6	0	-1	10
10	-2	-8	-7	-6	5
11	9	0	1	8	0
12	1	-4	-1	1	-1
13	nt	-3	-1	-9	-6
14	-8	-3	-5	3	-1
15	3	2	-2	-1	-1
16	-5	-6	-11	-2	nt

# In a second layout: entries from further up.
No. | compound | LANA DNA inh | RTF Ca sens act | Rtt109 Vps75 | PvdQ inh | Mot1-301 SUMO | CDK5 p35 inh | PfHsp90 yeast 2 | Keap1-Nrf2 PPI | dFosB act | Cardiac RTF inh | NSD2 HMT inh
12 | Cc1ccccc1OCCNC(=O)/C=C/c1ccccc1 | 0.8 | -1 | 8 | -2 | 8 | -2.0 | 1 | -4 | -1 | 1 | -1
13 | C=CCN1C(=NC(=O)CC)SC2CS(=O)(=O)CC21 (centres undefined) | -0.8 | 8 | -12 | -18 | -12 | 0.5 | nt | -3 | -1 | -9 | -6

# Continued.
nr	mol	LANA DNA inh	RTF Ca sens act	Rtt109 Vps75	PvdQ inh	Mot1-301 SUMO	CDK5 p35 inh
17	Cc1ccccc1NC(=O)C1CCCN(c2nnc(N3CCCC3=O)s2)C1 (centres undefined)	0.5	7	2	-14	-1	-2.1
18	O=C(Nc1ccc2nc(-c3ccccn3)[nH]c2c1)C1CCCCC1	-0.4	-4	9	1	i	nt
19	COc1ccc(C(=O)NNC(=O)c2cc3cc([N+](=O)[O-])ccc3oc2=O)cc1OC	-1.2	-1	-1	-6	-1	0.5
20	Cc1ccc(Oc2ccc(NC(=O)Cn3ccsc3=N)cc2)cc1	-0.7	4	17	-28	0	1.5
21	NC(=O)CC(NC(=O)Cc1ccc(Br)cc1)c1ccc(NCCN2CCCC2)c([N+](=O)[O-])c1 (centres undefined)	-0.5	3	-2	-5	15	0.5
22	Cc1ccc(C(=O)OCC(=O)NCc2ccc(Cl)cc2Cl)o1	0.6	8	-8	-9	35	1.1
23	Cc1cccc(NC(=S)N(Cc2ccco2)C(C)c2cccs2)c1 (centres undefined)	-0.3	4	5	-8	20	-0.1
24	CCN1C(=O)N(CN2CCOCC2)C2C1N(CN1CCOCC1)C(=O)N2CC (centres undefined)	0.9	-1	-2	7	12	0.8

nr	PfHsp90 yeast 2	Keap1-Nrf2 PPI	dFosB act	Cardiac RTF inh	NSD2 HMT inh
17	5	-4	-3	-1	nt
18	15	1	14	-12	-11
19	-6	-5	1	-5	8
20	12	3	-51	-9	23
21	4	5	-4	-2	nt
22	-15	2	-2	-4	-3
23	-10	-5	-5	-12	0
24	-15	3	8	5	-2

# Ordered by the number under PfHsp90 yeast 2 (high to low): some entries from above.
entry | Compound | PfHsp90 yeast 2
18 | O=C(Nc1ccc2nc(-c3ccccn3)[nH]c2c1)C1CCCCC1 | 15
20 | Cc1ccc(Oc2ccc(NC(=O)Cn3ccsc3=N)cc2)cc1 | 12
17 | Cc1ccccc1NC(=O)C1CCCN(c2nnc(N3CCCC3=O)s2)C1 (centres undefined) | 5
21 | NC(=O)CC(NC(=O)Cc1ccc(Br)cc1)c1ccc(NCCN2CCCC2)c([N+](=O)[O-])c1 (centres undefined) | 4
23 | Cc1cccc(NC(=S)N(Cc2ccco2)C(C)c2cccs2)c1 (centres undefined) | -10

# More compounds
nr	mol	LANA DNA inh	RTF Ca sens act	Rtt109 Vps75	PvdQ inh	Mot1-301 SUMO	CDK5 p35 inh
25	O=[N+]([O-])c1ccc(-c2cn3c(n2)CCC3)cc1	-3.2	4	-6	10	24	6.0
26	Cc1ccccc1CN1CCN(CC(=O)NCc2ccccn2)C1=O	0.7	-1	-2	-13	-9	-1.1
27	COc1cccc(CNCc2ccc3c(c2)OCO3)c1	0.8	-2	4	-5	-12	-0.3
28	Cc1nc(NS(=O)(=O)c2ccccc2)sc1NC(=O)Nc1ccc(Cl)cc1	0.5	-1	-4	-1	168	-1.5
29	Cn1c(Oc2ccc(F)cc2F)c(C=O)c2ccccc21	-0.9	-4	-4	-6	-18	-0.4
30	C=CCN1C(=O)C(CC(=O)NCC)SC1=Nc1cc(Cl)ccc1Cl (centres undefined)	-0.2	-4	4	-3	10	-0.3
31	CCOC(=O)C1(Cc2ccc(OC)cc2)CCN(C(=O)c2ccc3[nH]ccc3c2)CC1	2.5	-2	7	-11	-3	-2.2
32	COc1cc(Br)cc(CN2CCN(C/C=C/c3ccccc3)CC2)c1O	0.8	-2	-2	-9	-4	1.0

nr	PfHsp90 yeast 2	Keap1-Nrf2 PPI	dFosB act	Cardiac RTF inh	NSD2 HMT inh
25	10	-2	0	1	0
26	14	-4	0	-8	nt
27	25	1	-5	-1	1
28	-6	1	-8	-10	3
29	-46	2	-3	-3	-3
30	22	-2	-1	-4	30
31	18	1	-21	-19	nt
32	-5	0	0	-7	-2

# The list goes on.
nr	mol	LANA DNA inh	RTF Ca sens act	Rtt109 Vps75	PvdQ inh	Mot1-301 SUMO	CDK5 p35 inh
33	COC1(OC)C(=N/O)/C(=N\O)CCC1O (centres undefined)	-0.6	4	-3	-6	1	-0.8
34	CCCN1CNC(=S)N(CC2CCCO2)C1 (centres undefined)	-1.1	-2	1	-8	-18	-0.6
35	COc1ccc([C@H](NC(=O)OC(C)(C)C)C(=O)OC(C)(C)C)cc1	-1.3	6	1	-7	-21	0.4
36	CC(C)(C)NC(=O)CCN1CCOCC1	-2.3	-15	9	14	nt	-0.7
37	CN(Cc1ccccc1)C(=O)c1ccc(NC(=O)Cc2ccc(NC(=O)C3CCN(C(=O)CCc4ccccc4)CC3)cc2)cc1	-0.3	4	-3	19	nt	9.9
38	O=C(Nc1ccc(N2CCCCC2)cc1)c1cc([N+](=O)[O-])cc([N+](=O)[O-])c1	0.8	1	-2	-2	3	-1.1
39	Cc1ccc(S(=O)(=O)N2CCN(C(=O)Cc3ccccc3)CC2)cc1C	-0.7	-3	9	-6	-6	0.3

nr	PfHsp90 yeast 2	Keap1-Nrf2 PPI	dFosB act	Cardiac RTF inh	NSD2 HMT inh
33	-2	3	1	-5	-3
34	2	2	-3	3	24
35	5	0	4	12	nt
36	-7	1	-6	-4	7
37	-18	-1	-2	-3	nt
38	12	-7	-9	-6	-1
39	-2	-3	-4	-9	0

# Pulled by compound from the list above:
nr	mol	LANA DNA inh	RTF Ca sens act	Rtt109 Vps75	PvdQ inh	Mot1-301 SUMO	CDK5 p35 inh
36	CC(C)(C)NC(=O)CCN1CCOCC1	-2.3	-15	9	14	nt	-0.7
35	COc1ccc([C@H](NC(=O)OC(C)(C)C)C(=O)OC(C)(C)C)cc1	-1.3	6	1	-7	-21	0.4
37	CN(Cc1ccccc1)C(=O)c1ccc(NC(=O)Cc2ccc(NC(=O)C3CCN(C(=O)CCc4ccccc4)CC3)cc2)cc1	-0.3	4	-3	19	nt	9.9

nr	PfHsp90 yeast 2	Keap1-Nrf2 PPI	dFosB act	Cardiac RTF inh	NSD2 HMT inh
36	-7	1	-6	-4	7
35	5	0	4	12	nt
37	-18	-1	-2	-3	nt
